GCN5L2 inh = blocks human GCN5L2 histone acetyltransferase | Q92830 | GCN5L2 HAT assay, ThioGlo1 CoA-SH fluorescence | Potency, µM (series often up to 58.9 µM), without a hit: at the top dose activity change, negative = inhibition, hits mostly inhibitors | actives 0.21% (n = 390,000) | AID 504327
Target sequence (Q92830 whole entry, looked up): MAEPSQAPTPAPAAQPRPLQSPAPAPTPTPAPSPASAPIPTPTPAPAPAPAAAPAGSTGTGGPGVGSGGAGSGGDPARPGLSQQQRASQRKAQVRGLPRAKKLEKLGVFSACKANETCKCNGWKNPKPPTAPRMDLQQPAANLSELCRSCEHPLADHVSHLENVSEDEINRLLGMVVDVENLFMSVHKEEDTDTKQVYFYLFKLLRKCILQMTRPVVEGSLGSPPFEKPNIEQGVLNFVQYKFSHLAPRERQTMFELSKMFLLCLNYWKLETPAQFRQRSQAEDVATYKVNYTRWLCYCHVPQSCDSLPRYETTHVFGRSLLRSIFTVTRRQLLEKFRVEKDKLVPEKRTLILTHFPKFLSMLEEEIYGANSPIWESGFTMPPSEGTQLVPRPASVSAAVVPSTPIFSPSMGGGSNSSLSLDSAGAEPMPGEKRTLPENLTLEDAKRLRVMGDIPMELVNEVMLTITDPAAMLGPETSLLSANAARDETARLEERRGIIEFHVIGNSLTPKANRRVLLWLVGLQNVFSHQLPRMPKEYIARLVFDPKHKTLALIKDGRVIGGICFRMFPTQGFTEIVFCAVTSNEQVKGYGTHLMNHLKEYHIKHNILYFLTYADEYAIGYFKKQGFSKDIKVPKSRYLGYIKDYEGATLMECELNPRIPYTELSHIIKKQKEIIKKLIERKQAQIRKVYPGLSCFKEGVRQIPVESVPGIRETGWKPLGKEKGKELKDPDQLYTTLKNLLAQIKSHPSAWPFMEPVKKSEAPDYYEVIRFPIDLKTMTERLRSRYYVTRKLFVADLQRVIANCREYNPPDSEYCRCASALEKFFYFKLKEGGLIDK
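Preincubate 20nM GCN5L2 with compound 15 min, RT → add 50uM ThioGlo1 + 75uM H3(1-25) + 70uM acetyl-CoA → read fluorescence 0 and 20 min. Primary qHTS; fluorescent artifacts likely.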
TDP1 cell noCPT = qHTS for Inhibitors of human tyrosyl-DNA phosphodiesterase 1 (TDP1): qHTS in cells in absence of CPT; actives 15% (n = 420,000); AID 686978, 2013; Potency, µM (highest dose often 46.2 µM), for the others: top-dose activity change, negative = growth inhibition, actives largely listed as inhibitors; DT40 Tdp1-/- hTDP1 cells, no CPT, ATP luminescence, 48 h; also: nearly all actives have a fitted effect of over 55% in size
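Luminescent ATP content (CellTiter-Glo) served as the growth readout. Knockout chicken DT40 cells expressing human TDP1 were exposed to compounds without camptothecin for a minimum 48 hr at 37 °C.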
TDP1 cell CPT = growth inhibition of DT40 Tdp1-/-;hTDP1 cells with camptothecin (screen for TDP1 inhibitors). actives 12% (n = 420,000). chicken DT40 Tdp1-/-;hTDP1 cells + 20 nM CPT, ATP luminescence, 48 h. Potency, µM (titrated, usually from 46.2 µM), inactives show top-dose activity change, negative = growth inhibition, actives largely listed as inhibitors. AID 686979; also: nearly all actives have a fitted effect of over 55% in size
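Cell growth measured by CellTiter-Glo luminescence after a minimum 48 h, 37 C compound exposure with 20 nM CPT in Tdp1-knockout DT40 cells stably expressing hTDP1, seeded 400/well; qHTS titration format.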
* marks the source's active call; other numbers are inactive results; ? = inconclusive; · = not tested or not shown; & = joins results of further samples; [ ] = remark or other dose. Calls follow the shape of the dose curve; as a rule, active = well fitted curve in the direction sought with a large enough effect; inconclusive = small, poorly fitted or top-dose-only effect, or another doubt; inactive = no such curve, though single readings can be large; an effect the other way counts as inactive or inconclusive. % is scaled to controls: 0 for no effect and ±100 for the full control effect; potency is read from the fitted curve at half-maximal effect.

Under each structure: GCN5L2 inh, TDP1 cell noCPT, TDP1 cell CPT
CCCn1c(Cc2ccccc2)n[nH]c1=S
 : 0%, -6%, -3%
COc1ccc(NC(=O)CN(C)CC(=O)Nc2cccc(F)c2)cc1Cl
 : -17%, ?, ?
CSCCC(NC(=O)/C(=C/c1ccc2c(c1)OCO2)NC(=O)c1cccc([N+](=O)[O-])c1)C(=O)O (configuration not stated)
 : -5%, 3%, 2%
OCC1(Cc2ccc(F)cc2F)CCCN(CCCc2ccccc2)C1 (configuration not stated)
 : -6%, 15µM*, ?
COc1cc(C(=O)N(c2ccc(C)c(C)c2)C2C=CS(=O)(=O)C2)cc(OC)c1OC (configuration not stated)
 : -5%, ?, ?
O=C(CS(=O)(=O)c1cccc2nsnc12)NCc1ccccc1Cl
 : -10%, ?, -30%
O=C(COC(=O)c1ccccc1OCc1ccccc1Cl)NC1CCS(=O)(=O)C1 (configuration not stated)
 : -1%, -16%, -8%
COc1cc(NC(=S)NCc2ccco2)cc(OC)c1
 : -4%, -28%, -26%
CCCn1c(SCC(=O)NCc2ccco2)nnc1C(C)C
 : -1%, -12%, -3%
COC(=O)CCC(=O)Nc1cccc(Cl)c1
 : 0%, ?, -16%

Four entries from above, reformatted.
Compound: CSCCC(NC(=O)/C(=C/c1ccc2c(c1)OCO2)NC(=O)c1cccc([N+](=O)[O-])c1)C(=O)O (configuration not stated)
  GCN5L2 inh: -5%; TDP1 cell noCPT: 3%; TDP1 cell CPT: 2%

Compound: CCCn1c(SCC(=O)NCc2ccco2)nnc1C(C)C
  GCN5L2 inh: -1%; TDP1 cell noCPT: -12%; TDP1 cell CPT: -3%

Compound: COc1ccc(NC(=O)CN(C)CC(=O)Nc2cccc(F)c2)cc1Cl
  GCN5L2 inh: -17%; TDP1 cell noCPT: ?; TDP1 cell CPT: ?

Compound: O=C(COC(=O)c1ccccc1OCc1ccccc1Cl)NC1CCS(=O)(=O)C1 (configuration not stated)
  GCN5L2 inh: -1%; TDP1 cell noCPT: -16%; TDP1 cell CPT: -8%

Next entries
Under each structure: GCN5L2 inh, TDP1 cell noCPT, TDP1 cell CPT
Cc1ccc(NC(=O)Nc2ccc(F)cc2F)c(OC(F)F)c1
 : -3%, -19%, -25%
COC(=O)c1ccc(C(=O)OC)c(NC(=O)c2ccc(-c3ccccc3)s2)c1
 : -7%, -15%, -4%
Fc1ccc(-c2ccc(CNCCSc3nnnn3-c3ccccc3)o2)cc1Cl
 : -7%, -16%, -15%
Cc1ccsc1C(=O)OCc1nc2ccccc2c(=O)[nH]1
 : -1%, -18%, -30%
COc1ccccc1NC(=O)CN1CCC(n2c(C)nc3cc(F)ccc32)CC1
 : 0%, 23µM*, ?
CC1CCC(NC(=O)c2ccc3c(c2)N(Cc2cccc(Cl)c2)C(=O)c2ccccc2S3=O)CC1 (configuration not stated)
 : 4%, -23%, -26%
COC(=O)C1=C(C)N(C(C)C)C(=O)C1(NC(=O)c1ccc(C(C)(C)C)cc1)C(F)(F)F (configuration not stated)
 : -1%, ?, ?
COc1ccc(-c2nc3n(n2)C(c2cccc(C)c2)C(C(N)=O)=C(C)N3)cc1OC (configuration not stated)
 : -8%, -3%, 11%
CSc1ccc(CCNC(=O)Cn2ncc3c(=O)oc4ccccc4c32)cc1
 : 0%, ?, -17%
CCOC(CNC(=O)Cn1nc(Cc2ccncc2)c2ccccc2c1=O)OCC
 : -2%, 0%, 32%[activator]

(next part)
Under each structure: GCN5L2 inh, TDP1 cell noCPT, TDP1 cell CPT
O=C(NNC1=Nc2cccc3cccc1c23)c1ccc(Br)cc1
 : 2%, 13µM*, 12µM*
COc1ccc(OC)c(/C=C/C(=O)OCC(=O)Nc2nnc(-c3ccccc3)o2)c1
 : ?, -24%, -17%
CC1CCCC(O)(C(C(=O)O)c2ccccc2)C1 (configuration not stated)
 : ·, -2%, -2%
Cc1ccc(C(=O)NCCc2nnc3ccc(SCC(=O)Nc4ccccc4C)nn23)cc1
 : 26%, -25%, 20%
CCN(CC)S(=O)(=O)c1cccc(NC(=O)/C=C/c2ccc([N+](=O)[O-])cc2)c1
 : 1%, ?, -2%
CCOc1ccc(NC(=O)CCC(=O)N/N=C(\C)c2cccs2)cc1
 : -5%, 15%, -17%
CC(=O)N1CCN(C(=O)COC(=O)/C=C/c2ccc(C(F)(F)F)cc2)CC1
 : 3%, ?, ?
Cc1nn(CC2CC2)c(=O)n1N(C)c1ncc(C(F)(F)F)cc1Cl
 : -5%, ?, ?
CCCNC(=O)CSc1nccn1Cc1ccco1
 : 0%, 26%, 1%
O=C(NC1CC1)c1ccc(C2SCC(=O)N2Cc2ccccc2)cc1 (configuration not stated)
 : -1%, -9%, -21%

New compounds follow
Under each structure: GCN5L2 inh, TDP1 cell noCPT, TDP1 cell CPT
O=S(=O)(Nc1cccc(-c2cn3c(n2)SCC3)c1)c1ccccc1F
 : 2%, -21%, -29%
Cc1nc2ccccn2c(=O)c1NC(=O)c1ccc2c(c1)OCO2
 : ·, -7%, 3%
CCC(CC)C(=O)N(C)c1c(C)nc2c(OCc3ccc(OC(F)F)cc3)cccn12
 : ·, 12µM*, 12µM*
O=C(CNC(=O)C1CCCCC1)OCC(=O)c1ccc(-c2ccccc2)cc1
 : ·, -5%, 10%
CCn1c(/C=N/Nc2ccc(C(=O)O)cc2)nc2ccccc21
 : -1%, -4%, -3%
O=C(NCCS(=O)(=O)N1CCN(c2ccccc2F)CC1)c1cccs1
 : -3%, 1%, -16%
Cc1ccc(C)c(S(=O)(=O)N2CCN(C(=O)CNC(=O)c3sc4ccccc4c3Cl)CC2)c1
 : ·, 0%, -18%
Cc1cn(C2OC[C@@H](O)[C@@H]2CO)c(=O)[nH]c1=O (some centres not stated)
 : 4%, -3%[9.04 µM], 12%[9.04 µM]
CC(=O)NC12CC3CC(C1)CC(C(=O)OCC(=O)Nc1ncc(Cl)c(C)c1Cl)(C3)C2
 : -16%, -19%, -18%
COc1ccc(CNc2cc(C)ccn2)cc1
 : 18%, ?, -25%

Other structures.
Under each structure: GCN5L2 inh, TDP1 cell noCPT, TDP1 cell CPT
CCOc1ccc2c(c1)c(=O)c(C(=O)c1ccc3c(c1)OCO3)cn2Cc1cccc(F)c1
 : -7%, 23µM*, ?
CN1C(=O)C(CC(=O)Nc2ccc(F)cc2)N(NC(=O)c2cccc(F)c2)C1=S (configuration not stated)
 : -7%, -18%, 12%
COc1ccc(OCC(=O)Nc2ccc(NC(=O)c3ccccc3Cl)c(OC)c2)cc1
 : -9%, 2%, -13%
O=C(COC(=O)Cc1cccc(C(F)(F)F)c1)NC1CC1
 : -2%, 16%, -14%
Cc1cc(C)n2c(Nc3ccc4c(c3)OCCO4)c(-c3ccccn3)nc2n1
 : ·, ?, ?
O=S(=O)(Nc1ccc(N2CCOCC2)cc1)c1c(F)cc(F)cc1Br
 : -6%, -23%, 5%
CCc1ccccc1NC(=O)C1CCCN(c2ncccn2)C1 (configuration not stated)
 : 0%, 0%, 4%
CC(=O)Nc1ccc(NC(=O)C(C)OC(=O)CCCN2C(=O)c3cccc4cccc(c34)C2=O)cc1 (configuration not stated)
 : -9%, -26%, ?
O=c1c2[nH]c3ccccc3c2ncn1CCCn1ccnc1
 : -26%, -11%, -11%
COc1cc(/C=C2\SC(=S)N(NC(=O)c3cccc(O)c3)C2=O)ccc1O
 : -15%, 23µM*, 16µM*

Next section.
Under each structure: GCN5L2 inh, TDP1 cell noCPT, TDP1 cell CPT
O=c1cc(-c2ccc(O)cc2)oc2c(C3OCC(O)C(O)C3O)c(O)c(C3OC(CO)C(O)C(O)C3O)c(O)c12 (configuration not stated)
 : -23%, 0%, 3%
COc1ccccc1/C=N/NC(=O)c1cccc2ccccc12
 : 1%, ?, 23µM*
NC(=O)C1CCCN1S(=O)(=O)c1ccc2ccccc2c1 (configuration not stated)
 : -9%, 18%, 6%
Cc1csc2nc(CSc3nc4ccccc4o3)cn12
 : 1%, -28%, -20%
CCOC(=O)N1CCN(C(=O)CSc2nc(=O)n3ccccc3n2)CC1
 : 2%, -22%, -13%
CCOc1ccc(/C(=N\O)C(C)NO)cc1 (configuration not stated)
 : -3%, 6%, -1%
Cc1cc(NC(=O)CCC(=O)N(c2ccc(F)cc2)C(C(=O)NC2CCCC2)c2cccnc2)no1 (configuration not stated)
 : -5%, -16%, -16%
COc1cc(O)c(C(CCN2CCCC2)c2cc(OC)c(OC)c(OC)c2)c(OC)c1 (configuration not stated)
 : -1%, ?, -14%
CCOC(=O)N1CCN(c2ncnc3c2[nH]c2ccc(F)cc23)CC1
 : -5%, 2.1µM*, 6.5µM*
CSc1nnc(-c2sc(-c3ccccc3)nc2C)n1C
 : -4%, -17%, -4%

(cont.)
Under each structure: GCN5L2 inh, TDP1 cell noCPT, TDP1 cell CPT
Cc1cc2nc(-c3ccccc3)c(CC(C)(C)C)n2c(C)c1Br
 : ·, 18µM*, 15µM*
COc1cc(C(C)=O)ccc1OCCCOc1cccc2cccnc12
 : -4%, ?, 18µM*
O=C(NCCC1=CCCCC1)C1CCN(S(=O)(=O)N2CCCC2)CC1
 : -13%, ?, ?
OCC1OC(n2cnc3c(SCc4ccccc4)ncnc32)C(O)C1O (configuration not stated)
 : ·, ?, ?
CC(C)[C@H](NC(=O)OCc1ccccc1)C(=O)OCC(=O)N1CCCCC1
 : ·, ?, 4%
COc1ccccc1C(=O)NC(=O)COC(=O)CNC(=O)c1ccc(Cl)c([N+](=O)[O-])c1
 : -19%, -1%, 2%
COc1ccccc1/C=C(/C(=O)NCCCn1ccnc1)c1ccccc1
 : -9%, -17%, -20%
CCN(C(=O)Cn1c(=O)oc2ccccc21)c1cccc(C)c1
 : 2%, ?, 4%
COc1ccccc1C1C(C(N)=O)=C(C)Nc2nc(CCCO)nn21 (configuration not stated)
 : 2%, -29%, 0%
COCCCNC(=O)c1ccc2c(=O)n(Cc3ccc(OC)cc3)c(=O)[nH]c2c1
 : -4%&-3%, ?, ?

Additional compounds follow.
Under each structure: GCN5L2 inh, TDP1 cell noCPT, TDP1 cell CPT
CC(C)CCn1c(=O)c2ccccc2n2c(CN3C(=O)NC4(CCC(C)CC4)C3=O)nnc12 (configuration not stated)
 : 0%, ?, ?
CNc1ccccc1C(=O)OC(C)C(=O)Nc1ccc(Cl)cn1 (configuration not stated)
 : -27%, ?, ?
CCOC(=O)N1CCN(C(=O)C2CCN(S(=O)(=O)c3cc(Cl)ccc3OCC)CC2)CC1
 : -1%, -13%, -4%
Cc1cc2c(cc1S(=O)(=O)Nc1cccc(Cl)c1C)OCCN2C
 : -3%, 18µM*, ?
Cc1ccc(S(=O)(=O)c2nc(S(C)(=O)=O)sc2N2CCC3(CC2)OCCO3)cc1
 : -1%, ?, -26%
C/C(=N\NC(=O)c1ccc(CN2CCOCC2)cc1)c1ccc(NC(=O)c2ccccc2)cc1
 : -7%, ?, ?
COCCNC(=O)c1ccc2c3n(nc2c1)-c1ccc(Cl)cc1CO3
 : 23%, 21µM*, ?
O=C(N=Nc1c(O)[nH]c2ccccc12)c1cc(NS(=O)(=O)c2cccs2)cc(NS(=O)(=O)c2cccs2)c1
 : -17%, -20%, 7%
COC(=O)c1[nH]c2ccccc2c1NC(=O)CN1CCN(C(=O)c2ccco2)CC1
 : 0%, ?, ?
CN(C)S(=O)(=O)c1ccc2nnn(O)c2c1
 : -4%, ?, ?

Remaining list, next part.
Under each structure: GCN5L2 inh, TDP1 cell noCPT, TDP1 cell CPT
Cc1ccc(O)c(NC(=O)C2CC(c3c(F)cccc3Cl)=NO2)c1 (configuration not stated)
 : -11%, ?, -19%
O=C1CCC(C(=O)N2CCCCO2)CN1Cc1cccc(F)c1 (configuration not stated)
 : -2%, 13%, 0%
CC[n+]1c(/C=C2\Sc3ccccc3N2C)ccc2cccc(C)c21
 : -3%, 0.52µM*, 0.52µM*
Cc1ccc(OCC(=O)Nc2nonc2-c2ccc(Br)cc2)cc1C
 : -2%, ?, ?
Cc1ccc(NC(=O)CSc2ccc(-c3cccnc3)nn2)c(C)c1
 : 0%, 5%, -24%
COc1ccccc1CNC(=O)CN1C(=O)NC(C)(c2ccc(C)cc2)C1=O (configuration not stated)
 : -5%, 0%, 7%
CCOC(=O)c1cnc(=O)[nH]c1C
 : 2%, -4%, -7%
O=C(Nc1cccc2c1CCCC2)c1cc([N+](=O)[O-])ccc1Cl
 : -3%, 26µM*, ?
O=C(NCC1CCCO1)c1cc2c([nH]c3ccccc32)c(-c2cccc(Br)c2)n1 (configuration not stated)
 : -6%, 2.9µM*, 2.6µM*
COc1ccc(NC(=O)c2cc(C3CCCCN3S(=O)(=O)c3ccccc3)on2)c(C)c1 (configuration not stated)
 : ·, 8.2µM*, ?
NC(=S)N/N=C/c1coc2ccc(Br)cc2c1=O
 : -9%, ?, -1%
CCCCc1nc2sc3c(SCC(=O)NCc4ccco4)ncnc3c2c2c1CCC2
 : -4%, 11µM*, 13µM*
C/C(=N\NC(=O)c1ccncc1)c1cccc(NC(=O)c2ccc(Cl)s2)c1
 : -6%, -13%, ?

High-throughput results deposited in PubChem BioAssay by National Center for Advancing Translational Sciences (NCATS).
